S100A4 MyoIIA – blocks human S100A4 binding to myosin IIA peptide; P26447; S100A4/TAMRA-MyoIIA peptide fluorescence polarization; inhibition, % at 10.7 µM; actives 0.14% (n = 360,000); AID 652163;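 active = mean inhibition of at least 70% across replicates, with every replicate also reaching that level; inconclusive = mean inhibition reaches 70% but some replicates fall short; inactive = mean inhibition below 70%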
Target sequence (P26447 whole entry, looked up): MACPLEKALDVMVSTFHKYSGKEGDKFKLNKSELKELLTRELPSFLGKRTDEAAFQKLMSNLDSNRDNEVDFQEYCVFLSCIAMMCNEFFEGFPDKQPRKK
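incubation = readout 5 min after mixing, signal stable up to 60 min | system = S100A4 monomer protein | buffer or medium = HEPES pH 7.2 with CaCl2, KCl, NaCl, DTT, Triton | benchmarks = neutral control DMSO, positive control TFP | also added = fluorescent myosin IIA peptide, 5 nM | compound dosing = one concentration per compound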
esBAF inh – inhibitors of esBAF chromatin remodeling in mouse ES cells; Bmi1-luciferase knock-in reporter, 24 h; 100% = twice the neutral-well signal; actives 2% (n = 350,000); reporter increase, % at 12.5 µM; AID 602393; in the data active = activation above about 40%; inconclusive = no clear call, values can overlap the other calls;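 also: 0% = median of the plate's neutral control wells and 100% = double that signal; a rise in the Bmi1 reporter signal indicates esBAF inhibition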
Xi reactivation – X-chromosome reactivation activator. XiGFP mouse fibroblasts, % GFP-positive cells imaging, 3 d; cells co-treated with 5-aza-dC sensitizer; scaled so ellipticine positive control = 100%. activation, % at 7.58 µM. actives 0.055% (n = 360,000). AID 743238;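 active = mean normalized replicate activation at least 10% and every replicate at or above 10%; inconclusive = only one of the two criteria met; inactive = mean below 10% and not all replicates reach 10%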;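 also: 0% = median of on-plate neutral control wells and 100% = ellipticine 6 µM median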
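material = 68-5-11 XiGFP fibroblast line | medium = DMEM plus 5-aza-dC sensitizer | schedule = 3 days compound exposure | benchmarks = positive control ellipticine, 6 µM final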
RAD54 inh – inhibitors of human RAD54 branch migration. inhibition, % at 10.4 µM. RAD54 Holliday junction branch migration, FAM/BHQ fluorescence. actives 0.14% (n = 360,000);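 active = mean normalized replicate activity at least 40 and at least half of replicates scoring 40 or more; inconclusive = only one of the two criteria met; inactive = mean below 40 and under half of replicates reaching 40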;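 also: 0% = median of neutral control wells and 100% = median of positive control wells; inhibitors cause a drop in the FAM fluorescence signal; in these data hits start at about 50%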
RAD52 anneal inh – RAD52 (human) annealing inhibition; P43351; recombinant RAD52 DNA annealing, FRET fluorescence; inhibition, % at 18.7 µM; actives 0.46% (n = 360,000);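 active = every replicate showing at least 50% inhibition; inconclusive = mean inhibition at least 50% but not in every replicate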
E-sel inducer – induces E-selectin expression in human endothelial cells | P16581 | HUVEC E-selectin immunofluorescence imaging; normalized: neutral wells 0, TNF-alpha wells 100 | activation, % at 7.58 µM | actives 0.37% (n = 260,000);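 active = mean E-selectin-positive cell signal at least 10% of the positive control, reached in at least 60% of replicates, without over 20% cell loss; inconclusive = no rule given, readout overlaps actives, possibly toxicity-flagged; inactive = the rest, including those meeting only one limit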;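 also: in these data hits start at about 27%; measured in HUVEC primary endothelial cells; signal is the percent of cells scored E-selectin positive by PE staining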
Target sequence (P16581 whole entry, looked up): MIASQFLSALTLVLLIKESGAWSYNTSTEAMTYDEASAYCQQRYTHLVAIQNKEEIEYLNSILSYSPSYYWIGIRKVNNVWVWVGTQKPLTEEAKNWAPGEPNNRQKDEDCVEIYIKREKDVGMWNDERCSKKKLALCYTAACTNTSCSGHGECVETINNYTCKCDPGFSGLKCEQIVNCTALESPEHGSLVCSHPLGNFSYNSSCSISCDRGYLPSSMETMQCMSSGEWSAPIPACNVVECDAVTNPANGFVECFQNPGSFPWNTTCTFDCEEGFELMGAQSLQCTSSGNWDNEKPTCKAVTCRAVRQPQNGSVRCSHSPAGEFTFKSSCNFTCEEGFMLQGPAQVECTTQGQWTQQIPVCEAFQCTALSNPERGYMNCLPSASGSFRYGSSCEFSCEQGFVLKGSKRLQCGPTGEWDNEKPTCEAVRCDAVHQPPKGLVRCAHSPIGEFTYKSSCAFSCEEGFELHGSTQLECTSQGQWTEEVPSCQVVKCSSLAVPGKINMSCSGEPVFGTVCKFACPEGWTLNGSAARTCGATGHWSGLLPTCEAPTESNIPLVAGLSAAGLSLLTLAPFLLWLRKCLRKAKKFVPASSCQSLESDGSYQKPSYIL
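Read-out: % PE-positive cells | Test system: HUVEC | Doses: One compound dose added by pin transfer | Buffer or medium: EGM-2 over gelatin coat | Signal: Immunofluorescence imaging | Benchmarks: TNF-alpha, DMSO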
FN deposit inh – fibronectin deposition inhibition | AH1F fibroblasts, Alexa488-fibronectin deposition fluorescence, overnight | inhibition, % at 12.6 µM | actives 0.086% (n = 350,000);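 active = mean inhibition across replicates of 30% or more, regardless of how many single replicates reach that level; inconclusive = mean under 30% yet at least half of replicates reach 30%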;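 also: positive control wells lacked labelled fibronectin entirely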
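Schedule: 1 h cell adhesion before compound, then overnight fibronectin incubation; test system: AH1F fibroblast monolayer depositing Alexa488-labelled fibronectin into matrix; quantity: 10000 AH1F cells per well; probe or stimulus: fluorescent fibronectin at 24 nM final; signal: fluorescence, ex 485 nm, em 525 nm; evaluation: percent inhibition as loss of matrix-bound fibronectin fluorescence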
EWS-Fli inh – EWS/Fli transcriptional activity inhibition; A673 NR0B1-luciferase reporter, viability-normalised; inhibition, % at 12.6 µM; actives 0.67% (n = 350,000); AID 651661;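 active = mean inhibition of at least 50% after viability correction, with every replicate also passing that limit; inconclusive = mean reaches 50% but only one of two replicates passes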;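 also: firefly luciferase signal divided by Alamar Blue viability fluorescence both relative to DMSO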
* hit, by the source's call; & = joins results of further samples.

How did Cc1cccc(CN2CCCC(C(=O)Nc3ccc(-c4cscn4)cc3)C2)c1 (configuration not stated) do in these assays?
S100A4 MyoIIA: -6; esBAF inh: 14; Xi reactivation: 0.0; RAD54 inh: -1; RAD52 anneal inh: -14; E-sel inducer: inconclusive; FN deposit inh: -6; EWS-Fli inh: 39

Results for CCOc1cc(NC(=S)NCCCN2CCOCC2)c(OCC)cc1NC(=O)c1cccc(C)c1 ?
S100A4 MyoIIA: -19; Xi reactivation: 0.0; RAD52 anneal inh: -19; FN deposit inh: -11; EWS-Fli inh: -7

How did CO[C@@H]1CN(C)C(=O)c2cc(NC(C)=O)ccc2OC[C@H](C)N(C(=O)C2CCOCC2)C[C@H]1C do in these assays?
S100A4 MyoIIA: 2; esBAF inh: -4; Xi reactivation: 0.3; RAD54 inh: 3; RAD52 anneal inh: -4; E-sel inducer: -0.1; FN deposit inh: -2; EWS-Fli inh: -2

How did CN(CC(=O)Nc1cccc(F)c1)C(=O)c1ccc(COc2ccccc2)o1 do in these assays?
S100A4 MyoIIA: -8; esBAF inh: 3; Xi reactivation: -0.1; RAD54 inh: 4; RAD52 anneal inh: -7; E-sel inducer: 1.7; FN deposit inh: 1; EWS-Fli inh: 2

What do the screens show for `CC(=O)Nc1ccc(S(=O)(=O)Nn2cnnc2)cc1`?
S100A4 MyoIIA: 14; esBAF inh: -14; Xi reactivation: 0.0; RAD52 anneal inh: -7; FN deposit inh: 4; EWS-Fli inh: -2

How did COc1cccc(-c2ccc([C@@H]3[C@@H](CO)N(C(=O)C4CC4)C34CN(C(C)=O)C4)cc2)c1 do in these assays?
S100A4 MyoIIA: -3; Xi reactivation: -0.1; RAD52 anneal inh: -22; E-sel inducer: 0.0; EWS-Fli inh: 3

Results for CO[C@H]1CN(C)C(=O)c2cc(NS(C)(=O)=O)ccc2OC[C@H](C)N(C(=O)CN(C)C)C[C@H]1C ?
S100A4 MyoIIA: 2; esBAF inh: -4; Xi reactivation: 0.3; RAD54 inh: -2; RAD52 anneal inh: 2; E-sel inducer: -0.1; FN deposit inh: -8; EWS-Fli inh: -8

How did CCn1c(NCc2cc(OC)c(OC)c(OC)c2)nc2ccccc21 do in these assays?
S100A4 MyoIIA: -17; esBAF inh: 3; Xi reactivation: 0.3; RAD54 inh: -3; RAD52 anneal inh: -19; FN deposit inh: 2; EWS-Fli inh: -4

What do the screens show for `COC(=O)C1=C(C(=O)OC)[C@@H]2N(C)c3ccc(OC)cc3[C@@]23C[C@@H](C(=O)OC)N(S(=O)(=O)c2ccc([N+](=O)[O-])cc2)C3=N1`?
S100A4 MyoIIA: -4; esBAF inh: 6; Xi reactivation: 0.0; RAD54 inh: 3; RAD52 anneal inh: -5; E-sel inducer: -0.1; FN deposit inh: -8; EWS-Fli inh: -2

What do the screens show for `Cc1noc(C)c1NC(=O)N(C)C[C@@H]1Oc2ccc(NC(=O)Cn3cnnn3)cc2CC(=O)N([C@@H](C)CO)C[C@@H]1C`?
esBAF inh: -3; Xi reactivation: -0.1; RAD54 inh: 4; E-sel inducer: -0.1; FN deposit inh: -1; EWS-Fli inh: -18

How did CC(C)NC(=O)N(C)C[C@@H]1Oc2c(NC(=O)Nc3ccc4c(c3)OCO4)cccc2C(=O)N([C@@H](C)CO)C[C@H]1C do in these assays?
esBAF inh: 7; Xi reactivation: -1.3; RAD54 inh: 6; E-sel inducer: -0.3; EWS-Fli inh: -12

How did Fc1ccc(C2=NN(c3ccccc3)C(c3ccco3)C2)cc1 (configuration not stated) do in these assays?
S100A4 MyoIIA: -2; Xi reactivation: 0.0; RAD52 anneal inh: -22; E-sel inducer: 2.1; FN deposit inh: 0; EWS-Fli inh: -5

What do the screens show for `Cc1cccc(C(=O)NC(NC(=S)Nc2ccc(S(N)(=O)=O)cc2)C(Cl)(Cl)Cl)c1` (configuration not stated)?
S100A4 MyoIIA: 3; Xi reactivation: -0.1; RAD52 anneal inh: -6; FN deposit inh: 1; EWS-Fli inh: 5

How did Cc1cccc(CNC(=O)C2CCC(=O)N(CC3CCCCC3)C2)c1 (configuration not stated) do in these assays?
S100A4 MyoIIA: -7; esBAF inh: 3; Xi reactivation: 0.9; RAD54 inh: -2; RAD52 anneal inh: -4; E-sel inducer: 0.0; FN deposit inh: 4; EWS-Fli inh: -11

Results for COc1cc(NC(=O)CSCC(=O)N(C)C2CCCCC2)cc(OC)c1 ?
S100A4 MyoIIA: 2; esBAF inh: 16; Xi reactivation: -0.1; RAD54 inh: -7; RAD52 anneal inh: -7; E-sel inducer: -0.1; FN deposit inh: 2; EWS-Fli inh: 7

What do the screens show for `CC(=O)Nc1ccc(NC(=O)COC(=O)c2ccc(S(=O)(=O)NCc3ccco3)cc2)cc1`?
S100A4 MyoIIA: -14; esBAF inh: -6; Xi reactivation: 0.1; RAD54 inh: -6; RAD52 anneal inh: -9; E-sel inducer: -0.4; FN deposit inh: 2; EWS-Fli inh: 2

What do the screens show for `Nc1nc(COc2ccccc2C=O)nc(Nc2ccccc2)n1`?
S100A4 MyoIIA: 4; Xi reactivation: 0.0; RAD52 anneal inh: -20; FN deposit inh: -6; EWS-Fli inh: -23

What do the screens show for `O=C(Cn1c2c(c(-c3ccccc3Cl)cc1=O)CCC2)NCC1CCCO1` (configuration not stated)?
S100A4 MyoIIA: -1; Xi reactivation: 0.1; RAD52 anneal inh: -15; FN deposit inh: -6; EWS-Fli inh: -12

Results for C[C@H](CO)N1C[C@H](C)[C@@H](CN(C)S(=O)(=O)c2cn(C)cn2)OCCCC[C@H](C)Oc2ccc(NS(C)(=O)=O)cc2C1=O ?
S100A4 MyoIIA: 3; esBAF inh: 8; Xi reactivation: -0.2; RAD54 inh: 4; RAD52 anneal inh: 9; E-sel inducer: -0.2; EWS-Fli inh: -8

How did CCCC(=O)Nc1ccc2c(c1)OC[C@H](C)N(C(=O)CC)C[C@@H](C)[C@@H](OC)CN(C)C2=O do in these assays?
S100A4 MyoIIA: inconclusive; esBAF inh: -1; Xi reactivation: 0.2; RAD54 inh: -3; RAD52 anneal inh: -10; E-sel inducer: -0.2; FN deposit inh: -7; EWS-Fli inh: -1

Results for Cc1occc1C(=O)NNC(=O)COc1ccc(Br)cc1Br ?
S100A4 MyoIIA: -9; esBAF inh: 16; Xi reactivation: -0.3; RAD54 inh: 0; RAD52 anneal inh: 8; E-sel inducer: -3.0; FN deposit inh: -7; EWS-Fli inh: -22

Results for CCOc1cc2c(cc1OCC)C(c1ccc(OC)cc1)N(c1ccccc1)C(=O)C2 (configuration not stated) ?
Xi reactivation: 0.0; RAD54 inh: 8; E-sel inducer: 1.5; FN deposit inh: -7; EWS-Fli inh: 1

How did O=C(COc1ccc(/C=N/NC(=O)c2ccccc2O)cc1)Nc1ccccc1 do in these assays?
S100A4 MyoIIA: -2; Xi reactivation: 0.0; RAD52 anneal inh: -14; E-sel inducer: 3.6; FN deposit inh: 0; EWS-Fli inh: -39

How did C#C[C@]1(OC(C)=O)CCC2C3CCC4=CC(=O)CC[C@@H]4C3CC[C@@]21C (some centres not stated) do in these assays?
S100A4 MyoIIA: -8; esBAF inh: 2; Xi reactivation: 0.1; RAD54 inh: 10; RAD52 anneal inh: -8; E-sel inducer: 0.2; FN deposit inh: -3; EWS-Fli inh: 15

What do the screens show for `O=C(COC(=O)c1cccc(Cl)c1)Nc1cc(S(=O)(=O)N2CCOCC2)ccc1N1CCOCC1`?
S100A4 MyoIIA: -1; esBAF inh: -4; Xi reactivation: 0.2; RAD54 inh: -7; RAD52 anneal inh: -22; E-sel inducer: -0.3; FN deposit inh: 0; EWS-Fli inh: 1

How did C[C@@H]1CN([C@H](C)CO)C(=O)c2cc(Br)cnc2O[C@@H]1CN(C)C(=O)Cc1ccccc1 do in these assays?
S100A4 MyoIIA: 1&-31; esBAF inh: 2&8; Xi reactivation: 0.0&-1.3; RAD54 inh: -8&-6; RAD52 anneal inh: -6&10; E-sel inducer: 0.0&0.0; FN deposit inh: 6&-12; EWS-Fli inh: -1&5

Results for CCCN1C(=O)c2ccc(C(=O)Nc3ccc4c(c3)OCO4)cc2C1=O ?
S100A4 MyoIIA: 2; esBAF inh: 63*; Xi reactivation: 0.0; RAD54 inh: 9; RAD52 anneal inh: -12; E-sel inducer: -0.6

What do the screens show for `C[C@@H]1CCCCO[C@@H](CN(C)C(=O)Cc2ccccc2)[C@H](C)CN([C@@H](C)CO)C(=O)c2cc(NC(=O)C3CCCCC3)ccc2O1`?
esBAF inh: 14; Xi reactivation: -0.1; RAD54 inh: -6; E-sel inducer: -0.2; EWS-Fli inh: 5

How did C[C@H]1CN([C@@H](C)CO)C(=O)c2cc(C#Cc3ccc(F)cc3)cnc2O[C@@H]1CN(C)S(C)(=O)=O do in these assays?
S100A4 MyoIIA: 2; esBAF inh: 7; Xi reactivation: -0.8; RAD54 inh: -3; RAD52 anneal inh: -4; E-sel inducer: -0.1; FN deposit inh: 10; EWS-Fli inh: -10

Results for Cc1ccc(SC2=C(Sc3ccc(C)cc3)C(=O)c3ccccc3C2=O)cc1 ?
S100A4 MyoIIA: -1; esBAF inh: 42*; Xi reactivation: 0.0; RAD54 inh: -18; RAD52 anneal inh: -7; E-sel inducer: 5.0; FN deposit inh: 1; EWS-Fli inh: 41

How did COc1ccc(CNC(=O)C[C@H]2CC[C@H]3[C@@H](COc4ccc(NC(=O)C(C)C)cc4C(=O)N3C)O2)cc1 do in these assays?
esBAF inh: -1; Xi reactivation: -0.1; E-sel inducer: 0.0; FN deposit inh: -6; EWS-Fli inh: 4

How did CCc1ccc(NC(=S)NC(=O)c2c(-c3ccccc3Cl)noc2C)cc1 do in these assays?
S100A4 MyoIIA: -16; Xi reactivation: 0.1; RAD52 anneal inh: -4; FN deposit inh: -4; EWS-Fli inh: 1

Results for CCOC(=O)C1CCCN(c2c(NCC3CCCO3)c(=O)c2=O)C1 (configuration not stated) ?
S100A4 MyoIIA: 0; esBAF inh: -48; Xi reactivation: 0.4; RAD54 inh: -6; RAD52 anneal inh: -5; E-sel inducer: 0.0; FN deposit inh: -2; EWS-Fli inh: -6

What do the screens show for `Cc1ccccc1-n1c(=O)cc(N2CCN(Cc3ccccc3)CC2)[nH]c1=O`?
S100A4 MyoIIA: 3; esBAF inh: -5; Xi reactivation: 0.0; RAD54 inh: -3; RAD52 anneal inh: -12; E-sel inducer: 0.1; FN deposit inh: 0; EWS-Fli inh: -2

What do the screens show for `Cc1noc(C)c1S(=O)(=O)N(C)C[C@@H]1Oc2ccc(NC(=O)Nc3ccc(C(F)(F)F)cc3)cc2CC(=O)N([C@@H](C)CO)C[C@H]1C`?
esBAF inh: -2; Xi reactivation: -0.8; RAD54 inh: -5; E-sel inducer: 0.1; FN deposit inh: -19; EWS-Fli inh: -4

Screening data (PubChem BioAssay)
